KDM5B inhibitor: inhibitors of human KDM5B histone demethylase; Q9UGL1; KDM5B demethylase, FDH-coupled NADH fluorescence (FDH is formaldehyde dehydrogenase); Potency, µM (top dose mostly 57.7 µM), for inactives: top-dose activity change, negative = inhibition, usual class: inhibitors; 2.6% of 220,000 active; AID 1347165; active = well fitted inhibition curve with a large enough effect; inconclusive = small, poorly fitted or top-dose-only effect; inactive = no such curve, though single readings can be large or run the other way; also: 0% is about no effect; nearly all actives have a fitted effect of over 70% in size
Target sequence (Q9UGL1 whole entry, looked up): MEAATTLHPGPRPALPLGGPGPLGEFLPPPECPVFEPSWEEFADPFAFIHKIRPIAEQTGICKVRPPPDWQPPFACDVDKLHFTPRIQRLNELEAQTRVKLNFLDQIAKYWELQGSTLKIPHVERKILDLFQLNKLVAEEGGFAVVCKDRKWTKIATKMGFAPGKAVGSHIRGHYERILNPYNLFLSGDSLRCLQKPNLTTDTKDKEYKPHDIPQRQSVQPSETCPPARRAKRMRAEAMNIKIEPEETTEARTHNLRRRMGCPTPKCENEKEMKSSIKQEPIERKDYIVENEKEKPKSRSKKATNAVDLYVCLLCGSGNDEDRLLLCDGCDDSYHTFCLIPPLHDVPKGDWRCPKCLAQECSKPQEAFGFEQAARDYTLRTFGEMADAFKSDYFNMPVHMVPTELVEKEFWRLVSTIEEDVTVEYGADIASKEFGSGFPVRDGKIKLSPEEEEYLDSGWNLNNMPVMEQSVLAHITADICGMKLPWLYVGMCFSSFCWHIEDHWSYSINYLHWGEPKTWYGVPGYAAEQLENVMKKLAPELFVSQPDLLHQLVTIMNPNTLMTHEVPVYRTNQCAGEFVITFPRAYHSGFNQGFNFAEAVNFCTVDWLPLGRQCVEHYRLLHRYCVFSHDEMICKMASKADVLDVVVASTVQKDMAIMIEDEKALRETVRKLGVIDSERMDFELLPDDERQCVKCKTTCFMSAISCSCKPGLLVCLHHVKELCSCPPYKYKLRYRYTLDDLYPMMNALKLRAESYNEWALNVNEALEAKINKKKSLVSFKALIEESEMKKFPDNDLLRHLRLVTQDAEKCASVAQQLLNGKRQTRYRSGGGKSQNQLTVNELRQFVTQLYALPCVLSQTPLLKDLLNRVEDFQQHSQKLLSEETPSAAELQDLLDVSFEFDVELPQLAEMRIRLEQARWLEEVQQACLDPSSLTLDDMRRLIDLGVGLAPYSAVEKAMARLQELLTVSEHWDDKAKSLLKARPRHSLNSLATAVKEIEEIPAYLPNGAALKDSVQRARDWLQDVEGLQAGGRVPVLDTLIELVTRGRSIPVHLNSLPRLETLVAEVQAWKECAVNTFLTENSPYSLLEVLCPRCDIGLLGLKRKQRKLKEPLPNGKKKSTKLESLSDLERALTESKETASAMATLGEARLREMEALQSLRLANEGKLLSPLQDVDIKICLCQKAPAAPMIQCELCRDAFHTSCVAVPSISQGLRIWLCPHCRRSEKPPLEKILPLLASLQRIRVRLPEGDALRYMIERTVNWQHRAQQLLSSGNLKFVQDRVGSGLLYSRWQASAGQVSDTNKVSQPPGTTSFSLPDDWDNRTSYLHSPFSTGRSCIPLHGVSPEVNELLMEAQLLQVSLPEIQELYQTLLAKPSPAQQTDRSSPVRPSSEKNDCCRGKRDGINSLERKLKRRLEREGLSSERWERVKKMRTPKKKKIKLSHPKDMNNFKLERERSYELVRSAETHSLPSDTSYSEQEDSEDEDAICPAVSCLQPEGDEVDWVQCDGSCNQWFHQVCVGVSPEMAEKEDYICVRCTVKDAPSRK
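Compound dilutions met 200 nM (final) KDM5BΔAP for 10 min at room temperature before substrate addition. The substrate mix held 12.5 µM H3K4me3 with cofactors 25 µM α-ketoglutarate and 50 µM Fe²⁺. NADH signal gain over 30 min defined activity.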
* hit, by the source's call; i = inactive; ? = inconclusive; & = joins results of further samples; [ ] = dose if it differs, or a comment. Potency is read from the fitted curve at half-maximal effect. The list is partial, so the mix of outcomes need not match the whole.

SMILES | KDM5B inhibitor
CCCN(Cc1ccc(OC)cc1)Cc1cc(=O)oc2ccc(OC)cc12 | -9%
COc1cc(CN(C(=O)c2ccc3c(c2)OCC(=O)N3)C2CC2)ccc1OC(F)F | 15%
COc1ccc(CN[C@@H]2CCC[C@@H](C(=O)NC3CCOCC3)CC(=O)N(C)C2)cc1 | -25%[86.2 µM]
O=C(NC(=O)N1CCCCCC1)c1ccc(Cl)cc1 | 12%
Cc1cc(S(=O)(=O)n2ccnc2C(C)C)cc([N+](=O)[O-])c1C | -11%
CN(C1CCc2nn(CC3CC3)c(=O)n2CC1)S(C)(=O)=O (stereo not given) | 2%
CC(C)NC(=S)N/N=C/C(Cl)=C/c1ccccc1 | -16%
COc1ccc(-c2cc(-c3ccc([S+](C)(=O)[O-])cc3)cn3cncc23)cc1 | -30%[86.2 µM]
Cc1ccc(COc2ccc3ccccc3c2C=O)cc1 | -7%
CCNc1nc(-c2ccc3[nH]c(=O)oc3c2)cs1 | -1%
O=c1oc2c(F)cc(F)cc2cc1S(=O)(=O)c1ccc(F)cc1 | ?
NC(=O)CCn1cc(CN(CCO)Cc2ccccc2F)c2ccccc21 | 8%
COc1cc(OC)cc(C(=O)Nc2ccc3oc(-c4ccc5ccccc5c4)nc3c2)c1 | ?
CCc1ccccc1NC(=O)Cn1c(N2CCOCC2)nc(COC)cc1=O | ?
CCNc1nccc(N2CCC(CC(=O)NCC(C)C)CC2)n1 | 4%
CCOc1ccccc1NC(=O)c1cc(-c2ccco2)nc2ccccc12 | ?
O=C(NC1CCN(c2cc(-c3ccc(Cl)cc3)[nH]n2)CC1)c1cccc(F)c1 | ?
O=C(OCc1cccnc1)c1ccc(-c2ccccc2)cc1 | -4%
CCNC(=O)NC(=O)C(C)OC(=O)c1c(C)c(CC)nc2ccccc12 (stereo not given) | -10%
O=C(CCn1cnc2onc(-c3ccc(F)cc3)c2c1=O)Nc1cccc(C(F)(F)F)c1 | -13%
O=S(Cc1cccc(C(F)(F)F)c1)Cc1c(Cl)cccc1Cl (stereo not given) | 26%
CCc1nnc2sc(-c3cccc(NC(=O)Cc4ccccc4)c3)nn12 | 15%
COc1ccc2nc(CO[C@H]3CN(Cc4ccc(OC)nc4)C[C@H]3F)[nH]c2c1 | -20%[86.2 µM]
N#CCOc1ccc2[nH]cc(C(C(=O)O)N3CCN(Cc4cccnc4)CC3)c2c1 (stereo not given) | -4%
Cc1cc(NC(=O)CC[C@H]2NC(=O)c3ccccc3NC2=O)nn1C | -1%

An excerpt of these results, with values ahead of the structure:
KDM5B inhibitor	Structure
4%	CCNc1nccc(N2CCC(CC(=O)NCC(C)C)CC2)n1
-4%	O=C(OCc1cccnc1)c1ccc(-c2ccccc2)cc1
15%	CCc1nnc2sc(-c3cccc(NC(=O)Cc4ccccc4)c3)nn12
?	CCc1ccccc1NC(=O)Cn1c(N2CCOCC2)nc(COC)cc1=O
-13%	O=C(CCn1cnc2onc(-c3ccc(F)cc3)c2c1=O)Nc1cccc(C(F)(F)F)c1

(listing goes on)
SMILES | KDM5B inhibitor
O=C(Cn1ccc2cc(S(=O)(=O)N3CCCCCC3)ccc21)NCc1cccc(Cl)c1 | ?
Cc1ccccc1NC(=O)C1CC(=O)Nc2nc(SCc3ccccc3)nn21 (stereo not given) | 1%
COc1cc2c(cc1OC)CN(Cc1ccc(F)cc1)CC2 | ?
CN(C)S(=O)(=O)N1C[C@H]2OC(=O)N(CCc3cccc(Cl)c3)[C@H]2C1 | -1%
O=C(NC1CCCCCCC1)c1ccc(Cn2ccn3nc4c(c3c2=O)CCCC4)cc1 | ?
CCn1c(/C(C#N)=C/c2ccccc2Cl)nc2ccccc21 | ?
CC1=C(C(=O)OCc2ccc(C)cc2)C(c2cc3c(cc2Br)OCO3)CC(=O)N1 (stereo not given) | -17%
O=C(c1ccc(Cl)cc1)N1CCOc2ccccc21 | 26%
COCCN1C(=O)CS(=O)(=O)C12CCN(C(=O)c1ccc(C)cc1C)CC2 | 11%
NS(=O)(=O)c1ccc(CCNc2ncnc3c2cnn3-c2ccc(F)cc2)cc1 | ?
COCC1CN(C)CC12CCN(Cc1cc(C)nn1C)CC2 (stereo not given) | -13%
CCN(CC)CCCNC(=O)C(=O)Nc1cccc2[nH]ccc12 | 11%
CCc1noc([C@@H]2CC(F)(F)CN2C(=O)c2ccc3nc[nH]c3c2)n1 | -11%
COC(=O)c1ccc(OC)c(CN2CCCN(Cc3ccc(C)cc3)S2(=O)=O)c1 | -13%
Cc1ccc(NC(=O)Cc2nnc(SCC(=O)c3ccc(C#N)cc3)n2C)cc1 | 16%
COC(=O)NC(NC(=O)OC)C(Cl)Cl | 16%
CC1(C)C(=O)NC(=O)N1CC(=O)N1CCCC(CCc2c(F)cccc2F)C1 (stereo not given) | 3%
Cc1c(O)ccc2c(CN(C)CCOc3ccccc3)cc(=O)oc12 | ?
Cc1ccn(CC(=O)N2CCC(C3CCN(S(C)(=O)=O)CC3)C2)n1 (stereo not given) | 4%
CC(OC(=O)C12CC3CC(CC(Cl)(C3)C1)C2)C(=O)c1c[nH]c2ccccc12 (stereo not given) | -13%
O=C(COC(=O)c1cc(-c2ccccc2)nc2ccccc12)NC1CC1 | -24%
COc1ccc(CCNC(=O)C2CC(c3cc(OC)c(OC)c(OC)c3)=NO2)cc1OC (stereo not given) | -8%
CCn1c(=O)sc2cc(NS(=O)(=O)c3ccc(C)cc3)ccc21 | -12%
O=C1Cc2c(-c3ccccc3Cl)n[nH]c2CN1CC1CCOCC1 | ?
COc1ccc(NCc2nnc3n2CCCCC3)c(OC)c1 | -7%
(listing goes on)
SMILES | KDM5B inhibitor
O=C(c1ccco1)N1CCC(c2n[nH]c(=O)n2-c2ccccc2)CC1 | 2%
Cc1cccc(CCNC(=O)c2cc3c(=O)n(C)c4ccccc4c3n2C)c1 | -8%
Cc1ccc(OCCC(=O)Nc2ccc(C)c(S(=O)(=O)N3CCOCC3)c2)cc1 | 14%
COC(=O)C1=CN(CC(=O)Nc2ccccc2F)S(=O)(=O)N=C1C | 6%
Cc1noc(C)c1C(=O)N1CCCCC1c1nc(CCOCC2CCCC2)no1 (stereo not given) | -23%
CCCn1c(CCCNC(=O)c2ccccc2OC)nc2ccccc21 | -40%
Cn1nnc2c(N3CCN(c4cccc(C(F)(F)F)c4)CC3)ncnc21 | 0%
OCCOc1ccc(CNCc2ccco2)cc1 | 11%
O=C(CCC1CCCN(S(=O)(=O)c2cccc(F)c2)C1)N1CCc2ccccc2C1 (stereo not given) | -27%
CCN1CCC2(CC1)Oc1c(OC)cccc1C1CC(c3ccc4c(c3)OCCO4)=NN12 (stereo not given) | ?
Cc1cc(C[C@@H]2COC[C@@H]2NC(=O)c2cnc(Nc3ccccc3)nc2)on1 | -7%
CCc1ccccc1NC(=O)c1nc2ccccc2nc1N(CC)CC | 1%
O=C(c1ccc(F)cc1)N1CCCC(Cc2nc(C3CCOCC3)no2)C1 (stereo not given) | -21%
CC(C)C(=O)N1CCCC(CN2CCN(c3ccccn3)CC2)C1 (stereo not given) | 2%
Cc1cccc(CN2CCCC(O)(CN3CCC(C)CC3)C2=O)c1 (stereo not given) | 24%
Cc1cccc(C(=O)N2CCC[C@H]2c2nc(-c3ccccc3)no2)c1 | 11%
CCc1nnc(CN(C)C(=O)c2cnc(-c3ccc(C)cc3)[nH]c2=O)o1 | ?
O=C1CC(c2nc3ccccc3n2Cc2c(F)cccc2Cl)CN1c1cccc(C(F)(F)F)c1 (stereo not given) | -18%
Cc1ccc(S(=O)(=O)N(CC(=O)NCC2CCCO2)c2cccc(C)c2)cc1 (stereo not given) | 7%
CC(C)NC(=O)NC[C@H]1O[C@@H](CO)[C@@H](O)[C@H]1N(C)CCc1ccccn1 | -21%
CC(C)c1ccc(NS(=O)(=O)c2ccc3c(c2)-c2oncc2CO3)cc1 | -13%
Cc1ccc2c(C)cc(SCC(=O)NC3CC3)nc2c1 | 9%
CCc1ccc(C2CC(C(=O)NCc3ccccc3)CN(C(=O)c3ccoc3)C2)cc1 (stereo not given) | ?
O=C(CCc1nc2ccccc2s1)NC1CCc2n[nH]c(=O)n2CC1 (stereo not given) | 24%
CCS(=O)(=O)n1nc(-c2ccco2)nc1NCc1ccc(C(C)C)cc1 | ?
Next section:
SMILES | KDM5B inhibitor
CCOC(=O)c1c(NC(=O)CSc2cn(CCNC(=O)c3c(F)cccc3F)c3ccccc23)sc2c1CCCC2 | -28%
CN1C[C@@H](NC(=O)c2ccccc2)C[C@H]1c1nc(-c2ccccc2)no1 | -15%[86.2 µM]
COc1ccc2oc(=O)c(C(=O)NCCc3c(C)[nH]c4ccccc34)cc2c1 | -12%
COc1ccccc1C(C)NC(=O)c1cc(=O)[nH]c2ccccc12 (stereo not given) | 19%
O=C(NCCc1ccc(Cl)cc1)c1ccc(CSCc2ccccc2Cl)o1 | ?
O=C(NCCn1cccc1-c1nc(-c2ccc3c(c2)OCO3)no1)c1ccccc1Cl | -5%
CN1C[C@@H](NC(=O)C2CCCCC2)C[C@H]1c1nc(-c2ccc(Cl)cc2)no1 | -27%[86.2 µM]
Cc1ccc(NC(=O)N2CC(C(=O)N(C)C)C3(CCOCC3)C2)cc1 (stereo not given) | -21%
O=C(CCN1CCCCO1)N1CCCn2nc(C(O)C3CCC3)cc2C1 (stereo not given) | -14%
Cc1ccc(-c2nc(SCc3ccc(Br)cc3)n3[nH]c(=O)cc3n2)cc1 | ?
COc1ccc(CCNC(=O)C(CC(C)C)N2Cc3ccccc3C2=O)c(OC)c1OC (stereo not given) | 18%&-2%
Cc1cc(C)n2nc(N(Cc3ccccc3)S(=O)(=O)c3ccccc3)nc2n1 | -6%
Cc1ccc(CN(C(=O)c2cc(=O)c3cc(C)cc(C)c3o2)C2CCS(=O)(=O)C2)cc1 (stereo not given) | -18%&-10%
Cc1ccc2c(C)c(C(=O)N(Cc3ccc(N(C)C)cc3)Cc3ccco3)oc2c1C | ?
CSCC(=O)NCc1ccc(CN2CCCC2)cc1 | -17%
COc1ccc(Cc2nnc(NC(=O)c3cccc(F)c3)s2)cc1OC | 12%
CC(C)(C)n1nnnc1C1CC2(CCOCC2)C(=O)N1CCc1c[nH]c2ccccc12 (stereo not given) | 26%
CCONC(=O)C(C)NC(=O)c1cccs1 (stereo not given) | -7%
CC(=O)NCCNC(=O)CCCn1c(=O)[nH]c2ccsc2c1=O | -6%
Brc1ccc(-c2nc(N3CCN(c4ccccc4)CC3)c3ccccc3n2)cc1 | -9%
Cn1ncc2c(C(=O)NCC3CC3)cc(-c3cccnc3)nc21 | 100µM*
Cc1cc(C(=O)Nc2cccc(C(F)(F)F)c2)c2c(C)nn(-c3cccc(F)c3)c2n1 | ?
CCN(CCCNC(=O)c1cc2c(=O)[nH]c3ccc(C)cc3c2s1)Cc1ccccc1 | ?
COc1ccc(NC(=O)c2nc3ccccc3nc2N2CCOCC2)cc1 | -2%
COc1ccc(Cn2c(SCc3ccc(C(=O)NCc4cccs4)cc3)nc3ccncc32)cc1 | ?

Shown as a hit in KDM5B inhibitor (from the list above):
SMILES | KDM5B inhibitor
Cn1ncc2c(C(=O)NCC3CC3)cc(-c3cccnc3)nc21 | 100µM*

Next section
SMILES | KDM5B inhibitor
COc1ccc(C(=O)N2CCC(n3cc(-c4nc(C)no4)nn3)C2)cc1F (stereo not given) | -16%
CCn1nc(-c2ccccc2)c(-c2ccccc2)c(C(=O)Nc2ccc(S(N)(=O)=O)cc2)c1=O | -10%
O=[N+]([O-])c1ccc(S(=O)(=O)Nc2ccccc2-n2cccn2)cc1 | 13%
COc1ccc(CC(=O)N2CCC(Nc3nccnc3OC)CC2)cc1 | 28µM*
CC1(C)Cc2cc(C(=O)NC3CC3)ccc2C1(C)c1ccc(C(=O)NC2CC2)cc1 (stereo not given) | -4%
O=C(C1CC1)N1CCC(N2CC3CC(C2)[C@H]2CCCC(=O)N2C3)CC1 (stereo not given in full) | -9%
COc1ccc(C2=NOC3(CCN(Cc4cccn4C)C3)C2)cc1 (stereo not given) | -17%[86.2 µM]
COc1cccc(CCC(=O)NC2CCc3nn(CC4CC4)c(=O)n3CC2)c1 (stereo not given) | -19%
COc1ccc(-c2ccc3nc(-c4ccccc4Br)oc3c2)c(OC)c1OC | i
COc1cc(OC)cc(C(=O)Nc2nnc3n2CCS3)c1 | ?
COc1ccc(NC(=O)c2cc3c(N4CCSCC4)nc(C)cn3n2)cc1 | 14µM*
CC(=O)c1ccc(NC(=O)c2cc3c(=O)oc4ccc(C)cc4c3s2)cc1 | -28%
Cc1ccc(-c2nc3sc(CCNC(=O)c4ccc(F)c(F)c4)c(C)n3n2)cc1 | -15%
Cc1c(-c2ccccc2)oc2c(C(=O)NC(C)c3ccccc3)cccc2c1=O (stereo not given) | 15%
CC(=O)N1c2ccc(S(=O)(=O)NCCC(=O)Nc3ccc(Br)c(C)c3)cc2CC1C (stereo not given) | 16%

Rewritten as tab-separated lines: 5 of the compounds above.
Compound	KDM5B inhibitor
COCCN1C(=O)CS(=O)(=O)C12CCN(C(=O)c1ccc(C)cc1C)CC2	11%
Cc1ccc2c(C)cc(SCC(=O)NC3CC3)nc2c1	9%
CN1C[C@@H](NC(=O)c2ccccc2)C[C@H]1c1nc(-c2ccccc2)no1	-15%[86.2 µM]
Cn1ncc2c(C(=O)NCC3CC3)cc(-c3cccnc3)nc21	100µM*
CC(=O)c1ccc(NC(=O)c2cc3c(=O)oc4ccc(C)cc4c3s2)cc1	-28%

Compound activity deposited in PubChem BioAssay by National Center for Advancing Translational Sciences (NCATS).
